High-throughput results deposited in PubChem BioAssay by National Center for Advancing Translational Sciences (NCATS).
D2 antagonist: antagonists of human D2 dopamine receptor; P14416; HEK293 TREx D2 cells, calcium flux, dopamine EC80; inhibition, % at 10 µM; 340,000 tested, 2% active; in the data active means inhibition above about 30%; further: 0% is about no effect
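Compounds are added to dye-loaded, induced HEK293 T-REx cells coupled to calcium release via D2; after a 3 min kinetic read an EC80 dopamine stimulus is given and fluorescence is recorded for 3 more min.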
D2 potentiator: positively modulates the human D2 dopamine receptor allosterically. P14416. HEK293 T-REx D2, calcium flux, EC20 dopamine potentiation. potentiation, % at 10 µM. 340,000 tested, 0.34% active;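 active means potentiation over 3 SD above the plate norm, cut at about 30% in these data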; further: 0% is about no effect
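Tetracycline-induced HEK293 T-REx cells force-coupled to calcium signalling expressed D2; compounds were pin-added after a 10 s baseline, read kinetically 180 s, then an EC20 dopamine challenge followed with a further 180 s calcium read.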
D1 antag: antagonists of human D1 dopamine receptor; P21728; HEK293 TREx D1 cells, calcium flux, dopamine EC80; active compounds read low; activity change, negative = inhibition, % at 10 µM; 360,000 tested, 3.2% active; AID 504652; in the data active means activity change below about -30%; further: on the % scale 0 is the no-effect control and ±100 the full control effect
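HEK293 T-REx cells expressing inducible, force-coupled D1 receptor; no-wash Ca dye, 30–90 min RT. Cmpd → 180 s read at 1 Hz → EC80 DA → 180 s read.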
D2 agonist: activates the human D2 dopamine receptor | 340,000 tested, 0.53% active | P14416 | activation, % at 2 µM | HEK293 T-REx D2 cells, calcium flux agonist mode;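 active means activation over 3 SD above normal in the single-dose calcium agonist read, cut at about 30% in these data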; further: 0% is about no effect
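Tetracycline-induced HEK293 T-REx cells with force-coupled D2 receptor, plated overnight at 30 C, loaded with no-wash calcium dye. After a 10 s baseline, compound was pin-added and calcium flux read kinetically for 180 s; calcium rises flagged agonists.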
TRHR enhancer: TRH receptor (human) allosteric enhancement | TRHR cells, fluo-8 calcium fluorescence, EC20 TRH enhancement | enhancement, % at 2 µM | P34981 | 360,000 tested, 0.66% active; in the data active means enhancement above about 30%; further: 0% is about no effect
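TRHR-expressing cells loaded with fluo-8 calcium dye were read kinetically (ex 480/em 530) during compound addition, then stimulated with an EC20 of TRH (10 nM final). Enhancement of the Gq-mediated intracellular calcium response was scored.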
TRHR ag: agonists of human TRH receptor. P34981. TRHR cells, calcium flux fluo-8, FDSS agonist mode. activation, % at 2 µM. 360,000 tested, 0.18% active. AID 493084; further: 0% is about no effect
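Read-out: compound-evoked intracellular calcium rise in TRHR cells, fluo-8 dye, kinetic FDSS fluorescence at 1 s/cycle following a 10-cycle baseline. Cells cultured overnight before dye loading (30 min–1.5 h, RT).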
D1 agonist: human D1 receptor agonism; HEK293 T-REx D1 cells, calcium flux, agonist mode; AID 504660; 360,000 tested, 1% active; activation, % at 2 µM; further: 0% is about no effect
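Tetracycline-induced HEK293 TREx D1 cells, force-coupled to calcium signalling, were dye-loaded with a no-wash calcium kit. Compound was pin-added after a 10 s baseline. Fluorescence was read kinetically at 1 cycle/s for 180 s, with calcium rises flagged as agonism.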
D1 PAM: human D1 dopamine receptor positive modulation; HEK293 TREx D1 cells, calcium flux, dopamine EC20 potentiation; AID 504651; potentiation, % at 10 µM; P21728; 360,000 tested, 0.036% active; in the data active means potentiation above about 30%; further: 0% is about no effect
RXFP1 antag: blocks the human relaxin receptor RXFP1; Q9HBX9; 350,000 tested, 0.59% active; HEK293-RXFP1, relaxin-stimulated cAMP HTRF, 30 min; active compounds read low; activity change, negative = inhibition, % at 57.5 µM;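 active means activity change of -60% or lower, but not beyond a set lower limit; inconclusive means change between -60% and -40%, or beyond the set limit; inactive means change above -40%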; further: on the % scale 0 is the no-effect control and ±100 the full control effect
Target sequence (Q9HBX9 whole entry, looked up): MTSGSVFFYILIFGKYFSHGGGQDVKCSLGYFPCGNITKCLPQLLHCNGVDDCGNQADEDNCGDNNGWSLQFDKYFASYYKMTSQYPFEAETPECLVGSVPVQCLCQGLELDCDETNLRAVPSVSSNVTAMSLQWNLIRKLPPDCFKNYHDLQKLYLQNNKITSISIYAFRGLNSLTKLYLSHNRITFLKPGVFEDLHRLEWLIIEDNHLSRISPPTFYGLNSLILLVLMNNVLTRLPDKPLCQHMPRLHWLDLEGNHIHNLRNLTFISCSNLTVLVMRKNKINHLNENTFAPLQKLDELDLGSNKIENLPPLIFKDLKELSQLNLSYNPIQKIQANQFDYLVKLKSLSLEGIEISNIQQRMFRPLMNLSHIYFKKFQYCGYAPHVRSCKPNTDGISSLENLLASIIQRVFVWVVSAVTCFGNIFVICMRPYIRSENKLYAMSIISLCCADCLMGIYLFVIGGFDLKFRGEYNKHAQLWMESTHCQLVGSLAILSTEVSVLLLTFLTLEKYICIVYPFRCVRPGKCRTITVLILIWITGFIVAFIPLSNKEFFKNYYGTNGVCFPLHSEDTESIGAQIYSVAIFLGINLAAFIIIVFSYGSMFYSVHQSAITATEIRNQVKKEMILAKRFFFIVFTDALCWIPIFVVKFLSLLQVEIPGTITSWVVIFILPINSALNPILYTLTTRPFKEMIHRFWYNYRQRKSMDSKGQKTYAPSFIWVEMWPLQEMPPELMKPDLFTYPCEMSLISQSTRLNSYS
The depositor's hits bear a star; u = inconclusive; x = not tested or not shown. Unless noted, no stated cut-off is given here; in the data, active means activation above about 30%; inactive means the rest.

SMILES	D2 antagonist	D2 potentiator	D1 antag	D2 agonist	TRHR enhancer	TRHR ag	D1 agonist	D1 PAM	RXFP1 antag
N#C/C(=C\c1ccc(F)cc1)c1n[nH]c(Cn2cncn2)n1	7	-2	-2	-0.9	1	-0.2	1	-8	-12
Cc1ccc(C)c(Cn2nnc3c(=O)[nH]c(C(=O)Nc4ccc(F)cc4)nc32)c1	6	2	7	-2.7	3	-1.5	1	11	u
COc1ccccc1-n1c(SCC(=O)N(C)C2CCS(=O)(=O)C2)nc2ccccc2c1=O (stereo not drawn)	24	1	-14	1.9	-1	0.3	2	0	0
Cn1c(N2CCCCC2)cc(=O)n(C)c1=O	x	x	4	x	5	0.3	8	2	0
CC(NS(=O)(=O)c1ccc(Cl)cc1)C(=O)OCC(=O)Nc1ccc(N(C)C)cc1 (stereo not drawn)	x	x	-45*	x	1	-0.2	1	-1	-25
O=C(Nc1ccc(CN2CCOCC2)cc1)c1ccc(-c2cc(Cl)ccc2Cl)o1	-19	-1	-12	-0.1	2	-0.1	8	-12	-18
CCCNC(=O)Cn1sc2nc(C)cc(C)c2c1=O	-2	1	12	3.3	1	0.7	5	-5	u
COc1ccc(C(=O)COC(=O)CCS(=O)(=O)c2ccc(C)cc2)c(OC)c1	13	12	5	0.2	12	-1.0	2	-4	-9
Cc1cccc(NC2(C(F)(F)F)N=C3SCCN3C2=O)n1 (stereo not drawn)	5	-7	-3	-1.4	2	-0.2	1	-5	6
COc1ccc(C(=O)C2CCCN(Cc3cn[nH]c3-c3ccccc3)C2)cc1OC (stereo not drawn)	14	-5	-31*	-2.7	-4	-0.1	5	-6	5
N#CCSc1nccc(/C=C/c2ccccc2)n1	x	x	-2	x	3	0.0	1	0	-4
CCCCSc1oc(-c2ccco2)nc1S(=O)(=O)c1ccccc1	-1	12	4	-0.8	-9	-0.2	4	1	-6
C=CCN1C(=O)CSc2ccc(C(=O)NCCC3=CCCCC3)cc21	11	-25	-12	0.7	-10	-1.0	3	-1	22
Cn1c(Cc2ccccc2)nnc1SCC(=O)NC1CC1	-10	-1	1	0.1	8	0.1	3	10	-14
O=C(Nc1ccccc1C(=O)Nc1ccncc1)c1ccc([N+](=O)[O-])cc1	-16	x	-3	-3.0	-4	0.3	-2	-1	0

Profiles, quoted from the list. Order of values: D2 antagonist, D2 potentiator, D1 antag, D2 agonist, TRHR enhancer, TRHR ag, D1 agonist, D1 PAM, RXFP1 antag
COc1ccc(C(=O)C2CCCN(Cc3cn[nH]c3-c3ccccc3)C2)cc1OC (stereo not drawn) is entered as 14, -5, -31*, -2.7, -4, -0.1, 5, -6, 5
O=C(Nc1ccc(CN2CCOCC2)cc1)c1ccc(-c2cc(Cl)ccc2Cl)o1 is entered as -19, -1, -12, -0.1, 2, -0.1, 8, -12, -18
Cc1cccc(NC2(C(F)(F)F)N=C3SCCN3C2=O)n1 (stereo not drawn) is entered as 5, -7, -3, -1.4, 2, -0.2, 1, -5, 6
CC(NS(=O)(=O)c1ccc(Cl)cc1)C(=O)OCC(=O)Nc1ccc(N(C)C)cc1 (stereo not drawn) is entered as x, x, -45*, x, 1, -0.2, 1, -1, -25
COc1ccccc1-n1c(SCC(=O)N(C)C2CCS(=O)(=O)C2)nc2ccccc2c1=O (stereo not drawn) is entered as 24, 1, -14, 1.9, -1, 0.3, 2, 0, 0

Continued.
SMILES	D2 antagonist	D2 potentiator	D1 antag	D2 agonist	TRHR enhancer	TRHR ag	D1 agonist	D1 PAM	RXFP1 antag
CCN(C(=O)CSc1nc2ncccc2[nH]1)c1ccc(C(C)C)cc1	x	-5	16	-0.1	-5	3.2	0	-4	-8
CCOC(=O)c1c(NC(=O)Nc2ccc(Cl)cc2)sc(C)c1C	36*	-16	-7	-0.9	-4	-0.1	-1	1	-7
CC(=O)c1c(C)[nH]c(C(=O)N(C)C(c2ccccc2)c2ccccc2)c1C	3	-2	23	0.0	-4	-0.3	1	2	-1
CCN(CC)CCNC(=O)c1cc2c(=O)n(CC)c3ccccc3c2s1	-14	-16	3	-1.3	12	-0.6	3	-3	-5
CCN(CC)S(=O)(=O)c1ccc(/C=C/C(=O)OCC(=O)NCc2cccs2)cc1	3	-9	-18	-0.4	-1	0.3	6	-5	19
COc1ccc(NC(=O)NC2CCCCCCC2)cc1OC	6	-4	-17	-0.1	-5	-0.3	2	2	3
COc1ccc(N=N/C(C(C)=O)=C(/C)O)cc1	-11	6	17	0.4	16	-0.8	6	21	4
N#CC1=C(N)C(C#N)(C#N)C(c2ccc[nH]2)C2CCCC=C12 (stereo not drawn)	10	-4	-25	2.7	-2	3.2	8	0	1
COc1ccc(C(=O)Nn2c(CC(C)C)nc3cc(OC)c(OC)cc3c2=O)c(OC)c1	-11	-3	-15	-1.1	-5	-0.4	0	-5	9
Cc1[nH]c(=O)[nH]c(=O)c1NC(=O)c1cccs1	4	-7	17	0.8	-1	1.4	2	-2	4
N/C(=N\OC(=O)C1CCCCC1)c1cccnc1	-19	26	7	0.2	-2	0.3	1	-5	2
C#CCOCCOCCOCCNc1nc(N2CCN(C(=O)Cn3cc(CCCCN)nn3)CC2)nc(N2CCN(C(=O)Cn3cc(CCCCN)nn3)CC2)n1	-11	-3	1	0.5	1	0.1	-3	-3	x
O=C(Cc1coc2ccc3ccccc3c12)NCc1ccccc1	14	-6	-1	-0.9	21	-0.6	-1	1	-19
CC1CCCCN1C(=O)c1cc(-c2ccc(Cl)c(Cl)c2)on1 (stereo not drawn)	-7	-1	-8	-0.2	-4	0.2	1	5	-10
O=C(NCc1ccc2c(c1)OCO2)c1ccc(-n2cnnn2)cc1	-1	-2	-29	0.6	3	-0.4	2	-6	14
O=C(c1cc(COc2c(F)cccc2F)on1)N1CCc2ccccc2C1	6	2	7	0.2	-2	0.3	4	5	3
COc1ccccc1/C=N/NC(=O)CSc1ccc2ccccc2n1	-10	5	44	0.1	-3	-0.7	2	-4	-8
CN(Cc1cccc(F)c1)C(=O)C(c1ccccc1)c1ccccc1	-14	6	-3	-3.0	22	1.0	5	-6	-6
COc1cc(CNc2cc(C)ccc2C)cc(OC)c1OC	-19	-3	-11	-1.4	-1	0.6	9	-2	-7
COc1ccccc1Nc1nc(N)nc(N)c1S(=O)(=O)c1ccccc1	x	2	4	-1.4	3	-3.3	5	2	x
COc1cc(C2SCC(=O)N2CCc2ccc(OC)c(OC)c2)ccc1O (stereo not drawn)	-1	16	-12	0.0	-1	1.4	7	2	-15
CC(=O)Nc1cccc(C(=O)Nc2cccc3ncccc23)c1	x	x	0	x	0	0.5	1	-4	1
O=C(COC(=O)C1CCC1)Nc1ncc(Cl)cc1Cl	-8	11	2	1.0	2	0.4	1	-1	-3
O=C(COc1cccnc1[N+](=O)[O-])Nc1ccc(S(=O)(=O)N2CCOCC2)cc1	-7	1	-8	1.2	-4	0.5	3	-2	-20
CCOC(=O)C1=C(COC(=O)COc2ccc(Br)cc2)NC(=O)NC1C (stereo not drawn)	83*	0	0	-0.3	-18	-0.3	3	1	-1
CCn1c(SCc2ccc(OC)c(F)c2)nc2ccccc2c1=O	-17	33*	-8	3.1	-10	2.1	16	6	-37
O=C(O)CCC(=O)NNC(=O)CCC1CCCCC1	-4	4	-4	1.6	1	0.1	0	2	18
COC(=O)CCC(=O)OC1(C)C(=O)C=C2C=C(C3CC3)N(c3ccccc3)C=C2C1=O (stereo not drawn)	27	-5	1	0.2	16	0.5	3	-8	x
O=C(CNC(=O)c1ccncc1)N/N=C/c1ccc(Br)cc1	0	-3	0	0.6	2	0.3	1	-5	-4
CN(C)S(=O)(=O)c1ccc(S(=O)(=O)NC2CCOC(C)(C)C2)cc1 (stereo not drawn)	-56	5	-4	-0.5	8	-0.4	2	-2	7
CCc1ccc(NC(=O)Cn2nnc(-c3ccccc3N)n2)cc1	x	14	-9	-1.9	-9	-0.5	4	-1	-12
COc1cc(CN(C)Cc2nc3cc(C(F)(F)F)ccc3c(=O)[nH]2)ccc1OC(F)F	6	-3	5	1.2	-3	-0.2	2	-3	-3
Cc1cccc(C(=O)OCC(=O)Nc2ccccc2C(=O)NC2CC2)c1	17	8	-1	-1.0	0	-0.3	1	7	1
O=S(=O)(NCc1nc2cccnc2n1Cc1ccccc1Cl)c1ccc(F)c(Cl)c1	x	-2	2	x	-2	-0.4	1	-1	-17
O=c1c2ccccc2nnn1CSc1nc2ccccc2[nH]1	-7	-4	7	-1.5	-2	-0.8	0	-6	2
CCCCn1c2ccc(F)cc2c2nnc(NN)nc21	2	2	4	-0.4	-4	-0.3	-1	-10	3
COc1ccc(OC)c(Nc2nc(NCc3ccco3)nc(N)c2[N+](=O)[O-])c1	-2	-1	25	7.6	4	0.6	3	1	-21
C=CCn1cc(C(=O)c2cc(Br)ccc2O)cc(C#N)c1=O	-3	1	-21	0.0	1	0.9	9	-3	-6
CCCCN(C)C(=O)c1ccc2c(c1)NC(=O)C(CC(C)C)N2 (stereo not drawn)	x	-6	18	-0.5	2	0.0	-3	0	-5
COc1ccc2c(c1)c1c(c(=O)n(Cc3ccccc3)c(=O)n1CC(=O)Nc1ccc(C)cc1C)n2C	x	3	-65*	1.0	3	-0.5	-1	-1	x
Cc1cccc(N2CCN(C(=O)c3ccc(Cl)c(S(=O)(=O)N4CCc5ccccc5C4)c3)CC2)c1C	0	5	-2	1.5	-3	0.7	0	5	-6
Cc1ccc(NC(=S)NNc2ncc(C(F)(F)F)cc2Cl)c(C)c1	-13	2	-23	-0.6	-1	0.2	5	-5	20
CSCCC(NC(=O)C1CCC(C)CC1)C(=O)Nc1ccc(NC(C)=O)cc1 (stereo not drawn)	-7	x	-13	-3.3	-1	-0.1	1	-9	4
CCOC(=O)CN1C(=O)C(O)(CC(=O)c2cc(OC)ccc2OC)c2ccccc21 (stereo not drawn)	x	-8	-12	3.9	-2	0.5	-1	-1	1
C=CCn1c(C)nnc1SCC(=O)NC1CCCCC1	9	5	-5	-0.2	4	0.3	2	0	-2
CC(NC(=O)NNC(N)=S)(C(F)(F)F)C(F)(F)F	-6	1	-5	0.1	1	-0.6	0	-10	-3
O=C(Nc1ccc2ccccc2c1)[C@@H]1C[C@H]1[C@@H](NP(=O)(c1ccccc1)c1ccccc1)c1ccccc1	-5	10	-15	-2.3	4	-0.5	8	-1	x
CC(C)c1nnc(NC(=O)CCC(=O)NCc2ccco2)s1	-3	18	-2	-0.8	3	1.4	1	-5	-4
Cc1ccc2oc(=O)c3cnn(CC(=O)Nc4cccc(C(F)(F)F)c4)c3c2c1	x	2	-1	0.6	-3	-0.4	0	-4	-1
CC12CCC(C(=O)N3CCCCCC3)(OC1=O)C2(C)C (stereo not drawn)	2	-10	x	-0.6	0	0.3	0	1	-13
COc1ccccc1CNc1nc(-c2ccco2)nn1S(=O)(=O)c1ccc(Cl)cc1	x	-6	1	1.1	-9	1.6	15	-1	-3
